Screens (PubChem BioAssay)
HepG2 viability: counter-screen for TGF-b inhibitors: cytotoxicity in HepG2 cells; Potency, µM (titrated, usually from 46.1 µM), for inactives: top-dose activity change, negative = cytotoxicity, actives largely listed as cytotoxic; AID 588856; 410,000 compounds, 0.76% hits; HepG2 CAGA-GFP viability, ATP luminescence, 18 h; note: potency is the fitted concentration of half-maximal effect; some results filed as inactive show a strong effect at the top dose
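CellTiter-Glo luminescence gave cytotoxicity after 18 hours at 37 degrees C. The cells were HepG2 CAGA-GFP in 1% FBS DMEM, stimulated with 500 pg/mL TGF-beta after compound addition. %Activity was normalised to no-cell wells (complete cell-killing) and DMSO (no toxicity), and curves were fitted and classified.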
Nrf2 activator: activates Nrf2 signaling; AID 624171; AREc32 ARE-luciferase reporter (MCF7-derived line), luminescence, 24 h; 410,000 compounds, 0.31% hits; Potency, µM (highest dose often 46.1 µM), inactives show at the top dose activation, most hits filed as activators; note: potency is the fitted concentration of half-maximal effect; % of control where 0% means no effect; nearly all actives have a fitted effect of over 65% in size
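Nrf2 activation is followed as ARE-luciferase induction in the AREc32 line after one day of compound treatment; luminescence is read with Steady-Glo.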
CCT modulator: modulators of cytosolic chaperonin (CCT/TRiC) activity; purified chaperonin ATPase assay, HTRF ADP detection, 30 min; activity change, % (concentration not given with the values), hits read low; 360,000 compounds, 0.3% hits; AID 651819; in the data active = activity change below about -30%; note: % is set by controls: 0 for no effect and ±100 for the full control effect
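TRiC at 40 or 20 nM final (batch-dependent) in 30 mM Tris pH 7.4, 100 mM KCl, 5 mM MgCl2, 1 mM DTT, with compound at single 76 uM and 10 uM ATP, 30 min at 37 deg C. ADP detected by HTRF Transcreener, 665/615 ratio.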
Nrf2 inh: blocks Nrf2 signaling. A549 ARE-Fluc reporter, luciferase luminescence, 18-24 h. Potency, µM (titrated, usually from 46 µM), inactives show at the highest dose activity change, negative = inhibition, hits mostly inhibitors. 360,000 compounds, 2.1% hits. AID 504444; note: potency is the fitted concentration of half-maximal effect; % is set by controls: 0 for no effect and ±100 for the full control effect; nearly all actives have a fitted effect of over 60% in size
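In this cell-based qHTS, ARE-driven firefly luciferase in A549 cells reports Nrf2 activity; the luminescent signal after BugLite lysis is the measured value, with a prior CellTiter-Fluor read for cell health.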
MmCpn inh: blocks the Methanococcus maripaludis chaperonin Mm-Cpn | purified Mm-Cpn ATPase, ADP Transcreener TR-FRET | Potency, µM (series often up to 76.9 µM), without a hit: top-dose activity, negative = inhibition, actives largely listed as inhibitors | 330,000 compounds, 0.031% hits | AID 504842; note: potency is the fitted concentration of half-maximal effect; % is set by controls: 0 for no effect and ±100 for the full control effect; nearly all actives have a fitted effect of over 80% in size
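ATP (10 uM final) was added to archaeal chaperonin (25 nM final) after 10 min exposure to test compound at 37°C; after 30 min further incubation, ADP was detected by competitive TR-FRET.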
A549 viability: counter-screen for Nrf2 inhibitors: cytotoxicity in A549 cells. A549 ARE-Fluc cells, CellTiter-Fluor viability, 18-24 h. Potency, µM (top dose mostly 46 µM), for the others: top-dose activity change, negative = cytotoxicity, usual class: inhibitors. 390,000 compounds, 0.16% hits; note: potency is the fitted concentration of half-maximal effect; % is set by controls: 0 for no effect and ±100 for the full control effect
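Cytotoxicity counterscreen: CellTiter-Fluor fluorescence was measured in A549 ARE_Fluc cells after 18-24 h of compound exposure in a concentration series. The subsequent BugLite luminescent read reports ARE-luciferase activity.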
S2 tox: reduces viability in counter-screen for ATXN expression inhibitors | S2 cells (HEK-293 line with an ATXN2-luciferase reporter) viability, CellTiter-Fluor protease fluorescence, 24 h | Potency, µM (highest dose often 56.7 µM), usual class: cytotoxic | 400,000 compounds, 0.49% hits | AID 651635; note: potency is the fitted concentration of half-maximal effect; nearly all actives have a fitted effect of over 40% in size
TGFb inhibitor: inhibitors of TGF-b signaling. AID 588855. 410,000 compounds, 1.2% hits. Potency, µM (series often up to 46.1 µM), for inactives: top-dose activity, negative = inhibition, usual class: inhibitors. HepG2 CAGA-GFP TGF-b/SMAD3 reporter, GFP fluorescence, 18 h; TGF-beta stimulated, 500 pg/mL final; note: potency is the fitted concentration of half-maximal effect; % is set by controls: 0 for no effect and ±100 for the full control effect; nearly all actives have a fitted effect of over 65% in size
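Inhibition of TGF-beta-driven CAGA-GFP reporter expression in HEPG2 cells is measured by cellular GFP fluorescence after 18 h stimulation with 500 pg/mL recombinant TGF-beta in 1% FBS medium at 37 degrees C.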
pAkt inh: blocks phosphorylation of Akt. Neuro2A IGF-stimulated pAkt S473 HTRF, 20 min; active compounds read low. activity change, % for hits at 50 µM. 360,000 compounds, 0.32% hits. AID 651550; in the data active = activity change below about -80%; inconclusive = mostly about -51% to -80%; note: % is set by controls: 0 for no effect and ±100 for the full control effect
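Single-point screen (50 µM final compound) in Neuro2A cells stimulated 20 min with 6 nM IGF at 37 deg C. After lysis, Ser473-phosphorylated Akt read by HTRF (ex 330 nm, em 615/665 nm) as the 665/615 ratio.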
* marks the source's active call; other numbers are inactive results; i = inactive; ? = inconclusive; / = not tested or not shown; [ ] = remark or other dose. Unless noted, calls come from the whole dose curve; as a rule, active = well fitted curve in the direction sought with a large enough effect; inconclusive = small, poorly fitted or top-dose-only effect, or another doubt; inactive = no such curve, though single readings can be large; an effect the other way counts as inactive or inconclusive. This is a random part of the collection; any-hit rate near 4.4%.

SMILES | HepG2 viability | Nrf2 activator | CCT modulator | Nrf2 inh | MmCpn inh | A549 viability | S2 tox | TGFb inhibitor | pAkt inh
CCOc1ccc(CCNC(=O)CCn2c(=O)c3cccn3c3ccc(F)cc32)cc1 | -3% | -0.7% | / | ? | / | -9% | / | 0% | /
O=C(CCC(=O)Nc1ccccc1)NNC(=O)C(c1ccccc1)c1ccccc1 | -8% | -0.2%[9.22 µM] | -3.1 | -23% | -5% | 4% | i | -10% | i
CC(=O)OCC(COC(C)=O)OC(C)=O | -17% | -0.1% | -1.5 | 6% | -1% | 4% | i | 6% | i
O=C(O)CCC(=O)NNC(=O)c1ccc(-c2ccccc2)cc1 | -23% | -1.1% | 2.7 | 11% | -1% | 3% | i | -20% | i
CC(C)OC(=O)Cn1c(=O)sc2ccccc21 | -4% | 0.2% | -3.2 | -6% | 2% | -4% | i | 6% | i
COc1cc(/C=C/c2nnc3c4ccccc4ncn23)cc(OC)c1OC | 1% | 5.9% | -1.1 | -28% | ? | 0% | i | -5% | i
COc1ccccc1C(=O)N1CCCC(C)(C(=O)NS(=O)(=O)C2CC2)C1 (stereo unspecified) | -10% | -0.7%[9.22 µM] | -3.1 | / | / | / | i | 24% | i
CC(=O)c1ccc(NC(=O)CCNS(=O)(=O)c2cc(Br)cnc2N)cc1 | -7% | -0.8% | 0.9 | -19% | 0% | 2% | i | 4% | i
COc1ccc(C(=O)CC2(O)C(=O)N(Cc3ccccc3Cl)c3ccccc32)cc1 (stereo unspecified) | -12% | 0.3% | / | ? | / | -9% | ? | -19% | /
CCN(CC)CCN(C(=O)c1ccc2ccccc2c1)c1nc2ccc(OC)cc2s1 | -43% | 0.0% | -0.5 | 1% | 2% | -1% | i | -1% | i
Cc1cc(N2CCN(C)CC2)ccc1NC(=O)c1cccc(S(=O)(=O)N2CCc3ccccc3C2)c1 | -109% | -1.0% | -5.2 | 0% | 1% | -4% | ? | ? | i
CCOC(=O)C1CCN(C(=O)CCS(=O)(=O)c2ccc3c(c2)CCN3C(C)=O)CC1 | -3% | -0.1% | 0.7 | -17% | 0% | 2% | i | -1% | i
O=C(Nc1ccnc(-c2ccncc2)n1)c1ccccc1Cl | -8% | 19% | 0.5 | ? | 1% | 0% | i | 7% | i
COc1ccc(NS(=O)(=O)c2ccc3oc(SC)nc3c2)cc1 | -20% | 3.1% | -0.2 | 21µM* | 0% | -1% | i | ? | i
Cc1ccc(C)c(NS(=O)(=O)c2ccc3oc(=O)c4ncn(C)c4c3c2)c1 | -46% | 3.8% | / | 23% | / | 12% | i | -23% | /
CC1(C)CC(N(Cc2ccco2)C(=O)Cc2ccccc2)CCO1 (stereo unspecified) | 3% | 0.0% | 1.2 | 6% | -2% | -7% | ? | -9% | /
CCn1cc(CNC(=O)CCc2ccc(OC)cc2)cn1 | 0% | -0.4% | -0.4 | 9% | 0% | -2% | i | -1% | i
COC(=O)C1=C(C)NC2=C(C(=O)C(C(=O)OC)C(c3ccc(OC)cc3)C2)C1c1ccccn1 (stereo unspecified) | -15% | -0.7% | 0.3 | 0% | 4% | 1% | i | -3% | i
N#C/C(=C\Nc1ccc(F)c(Cl)c1)C(=O)C1CC1 | -31% | 0.8% | -15 | -8% | -1% | 4% | i | -5% | i
Cn1c(CSCc2ccccc2Cl)nnc1SCC(=O)Nc1nccs1 | -16% | -0.3% | -2.0 | / | -2% | 3% | i | ? | i
NC(=O)c1c(NC(=O)Cc2cccs2)sc2c1CCC2 | -13% | 2.4% | -0.5 | -7% | -3% | 2% | ? | 0% | i
Cc1ccc(Cl)cc1NS(=O)(=O)c1c(C)[nH]c(=O)[nH]c1=O | 1% | -0.1% | 0.7 | -26% | 0% | 5% | i | 0% | i
CC(Oc1cc2oc(=O)c3c(c2cc1Cl)CCC3)C(=O)NCCN1CCOCC1 (stereo unspecified) | 0% | 0.5% | -3.8 | -13% | -1% | 1% | i | -12% | i
CN(c1ccccc1)S(=O)(=O)c1cccc(NC(=O)C2CCCO2)c1 (stereo unspecified) | -7% | -0.5% | 2.2 | ? | 1% | 0% | i | 12% | i

Among those listed so far, 2 contain an aryl thioether with sulfur outside any ring.
SMILES | HepG2 viability | Nrf2 activator | CCT modulator | Nrf2 inh | MmCpn inh | A549 viability | S2 tox | TGFb inhibitor | pAkt inh
COc1ccc(NS(=O)(=O)c2ccc3oc(SC)nc3c2)cc1 | -20% | 3.1% | -0.2 | 21µM* | 0% | -1% | i | ? | i
Cn1c(CSCc2ccccc2Cl)nnc1SCC(=O)Nc1nccs1 | -16% | -0.3% | -2.0 | / | -2% | 3% | i | ? | i

The listing picks up, repeating the 2 entries before the break.
SMILES | HepG2 viability | Nrf2 activator | CCT modulator | Nrf2 inh | MmCpn inh | A549 viability | S2 tox | TGFb inhibitor | pAkt inh
CC(Oc1cc2oc(=O)c3c(c2cc1Cl)CCC3)C(=O)NCCN1CCOCC1 (stereo unspecified) | 0% | 0.5% | -3.8 | -13% | -1% | 1% | i | -12% | i
CN(c1ccccc1)S(=O)(=O)c1cccc(NC(=O)C2CCCO2)c1 (stereo unspecified) | -7% | -0.5% | 2.2 | ? | 1% | 0% | i | 12% | i
COc1ccc(NC(=O)CCn2nc(C)cc2C)cc1 | 6% | -0.7% | -2.5 | / | 0% | -9% | i | 10% | i
O=S(=O)(c1ccc(Br)cc1)c1nnn2c1nc(NCCc1ccccc1)c1sccc12 | 5% | -0.3% | / | ? | / | -6% | / | ? | /
COc1ccc(CNCC(O)(c2ccc(Cl)cc2)c2ccc(Cl)cc2)cc1OC | 22µM* | 3.4% | 1.4 | ? | 2% | -5% | ? | ? | i
Cc1ccc(CNC(=O)c2ccc(N(C)C)cc2)cc1 | -24% | -0.1% | 0.0 | 18% | -15% | 7% | i | 1% | i
CCOC(=O)C1(CCOC)CCN(C(=O)Cc2ccc3ccccc3c2)CC1 | -17% | 0.4% | -4.8 | -4% | 6% | -3% | i | 12% | i
COc1ccc(NC(=O)COC(=O)CNS(=O)(=O)c2ccc(C)cc2)c(OC)c1 | -4% | 0.0% | -1.7 | 0% | 4% | -3% | i | 13% | i
CCCCc1c(C)c2ccc(OC)c(/C(C)=N\O)c2oc1=O | -22% | 7.8% | -0.8 | -11% | 0% | -16% | i | -13% | i
COc1ccc(-c2nn(CCC(=O)O)cc2/C=C/C(=O)O)cc1[N+](=O)[O-] | 3% | 1.7% | -0.5 | 3% | -3% | -1% | i | 11% | i
Cc1cnc(C(=O)OCc2nc3ccsc3c(=O)[nH]2)cn1 | -1% | 2.6% | -3.1 | 9% | -1% | 7% | i | 0% | i
CC(C)(C)c1ccc(NC(=O)COC(=O)c2ccc([N+](=O)[O-])s2)cc1 | -28% | 2.0% | 1.9 | -3% | 1% | -2% | i | ? | i
CC(=O)c1cccc(-c2cnc3c(NC=O)cc(-c4ccccc4)cn23)c1 | 0% | 8.4%[9.22 µM] | 0.5 | / | / | / | ? | ? | i
COc1cccc(Nc2nc(N)nc(-c3oc4ccccc4c3C)n2)c1 | -32% | 0.4% | -1.4 | 6% | -6% | -18% | ? | ? | i

Among those listed so far, these contain an NH in an aromatic ring.
SMILES | HepG2 viability | Nrf2 activator | CCT modulator | Nrf2 inh | MmCpn inh | A549 viability | S2 tox | TGFb inhibitor | pAkt inh
Cc1ccc(Cl)cc1NS(=O)(=O)c1c(C)[nH]c(=O)[nH]c1=O | 1% | -0.1% | 0.7 | -26% | 0% | 5% | i | 0% | i
Cc1cnc(C(=O)OCc2nc3ccsc3c(=O)[nH]2)cn1 | -1% | 2.6% | -3.1 | 9% | -1% | 7% | i | 0% | i

(continued)
SMILES | HepG2 viability | Nrf2 activator | CCT modulator | Nrf2 inh | MmCpn inh | A549 viability | S2 tox | TGFb inhibitor | pAkt inh
Cc1ccc(S(=O)(=O)NNC(=O)c2cccs2)c(C)c1 | -5% | 0.0% | -0.7 | 17% | -1% | 5% | i | -5% | i
COc1ccccc1CN1CC(C(=O)NCCc2cn[nH]c2)CCC1=O (stereo unspecified) | 2% | 0.3% | -2.8 | 11% | -1% | -3% | i | 18% | i
Cc1sc2ncn(-c3ccccc3)c(=O)c2c1C | 3% | -0.6% | -2.9 | ? | -14% | -3% | i | 15% | i
Cc1[nH]c2ccccc2c1N=Nc1ccccc1F | -27% | ? | -0.6 | ? | 3% | -10% | ? | ? | i
COc1ccc2[nH]c(=O)c(CN(C(=O)c3ccncc3)C(C)C)cc2c1 | 2% | 0.1% | 0.4 | -6% | -4% | -6% | i | 2% | i
CCc1nnc(NS(=O)(=O)c2ccc(NC(=O)COc3ccc4ccccc4c3)cc2)s1 | 6% | -0.3% | -0.5 | 2% | -1% | 2% | i | 42%[activator] | i
O=C1CC(c2cccc(Cl)c2)CC(O)=C1C=NC1CCCC1 (stereo unspecified) | -1% | 0.2% | 0.4 | 0% | 1% | 2% | i | 2% | i
CCOC(=O)N1CCN(C(=O)COc2cc(=O)n(C)c3ccccc23)CC1 | -3% | 0.1% | -1.5 | -3% | 0% | -1% | i | -1% | i
O=C(Nc1ccc(Cl)cc1)P(=O)(O)c1ccccc1 | -7% | -0.6% | -1.1 | 4% | / | 5% | i | 15% | i
CCCOc1cccc(C(=O)Nc2cccc(-c3nc4ncccc4o3)c2C)c1 | 3% | -1.3% | / | / | / | -5% | i | 5% | /
CC(=O)Nc1ccc(C(=O)NNC(=O)C2CC2)cc1 | 17% | 0.2% | -0.9 | ? | 1% | 2% | i | 5% | i
CCOC(=O)c1cnc(-c2ccccc2)nc1Oc1ccc(C)cc1 | 1% | -0.3% | 0.3 | / | 1% | 4% | ? | ? | i
CN(C)S(=O)(=O)c1ccc(Cl)c(C(=O)NCCNC(=O)c2cc(S(=O)(=O)N(C)C)ccc2Cl)c1 | 5% | 0.1% | -0.7 | 8% | -6% | 0% | i | 1% | i
CC(C)(C)C(=O)NC(=S)NNC(=O)c1ccncc1 | -7% | -0.4% | -3.3 | ? | 0% | 2% | i | -6% | i
